hERG WT inh: KCNH2 (human, wildtype) channel inhibition; Q12809; U2OS, BacMam KCNH2, thallium flux FluxOr; stronger effect = lower value; activity change, % at 1.84 µM; 340,000 tested, 0.37% active; AID 720551;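 active = maximum activity change below -70%; inconclusive = maximum activity change between -70% and -50%; inactive = maximum activity change above -50%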; also: % is scaled to controls: 0 for no effect and ±100 for the full control effect
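U2OS cells were transduced with wild-type KCNH2 virus (2.03 x 10^8 / mL) for 4 h at room temperature, then cultured overnight at 37 C. Thallium flux was read with FluxOr dye. Rate constants were normalized to DMSO controls.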
TRPV1 agonist: activates the human vanilloid receptor TRPV1; activation, % at 8.33 µM; 320,000 tested, 0.19% active; TRPV1-expressing cells, Fluo-8 calcium influx, agonist mode; in the data active = activation above about 80%; inconclusive = between about 30% and that limit; also: 0% is about no effect
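TRPV1-expressing cells were cultured overnight at 35.5C and loaded with Fluo-8 calcium dye for 40 to 90 min at room temperature. After a 10 s baseline, compound was added and calcium influx was read kinetically for 3 min (ex 480/em 520 nm).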
Mito fusion act: inhibitors of mitochondrial division or activators of mitochondrial fusion | 320,000 tested, 0.23% active | Potency, µM (titrated, usually from 46.1 µM), for the others: at the highest dose growth rescue (activation), usual class: activators | S. cerevisiae fusion-defective mutant growth rescue, CellTiterGlo 48 h | AID 485298;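 also: potency is read from the fitted curve at half-maximal effect; % of control where 0% means no effect; nearly all actives have a fitted effect of over 45% in size; temperature-sensitive fusion mutants such as fzo1-1 at 37 °C on non-fermentable ethanol glycerol medium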
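Yeast fusion mutant, YPEG (non-fermentable carbon), compound, 48 h at 37C non-permissive; CellTiterGlo added, 10 min RT, luminescence read. Rescued growth = division inhibition.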
Eya2 inh: Eya2 (human) phosphatase inhibition; recombinant Eya2, OMFP fluorescence dephosphorylation (OMFP is methylfluorescein phosphate); O00167; AID 488837; Potency, µM (series often up to 76.9 µM), for inactives: at the top dose activity, negative = inhibition, most hits filed as inhibitors; 330,000 tested, 0.006% active; also: potency is read from the fitted curve at half-maximal effect; % is scaled to controls: 0 for no effect and ±100 for the full control effect
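Eya2 protein (added as 0.2 uM solution) was preincubated with compound for 10 min at ambient temperature in 50 mM HEPES pH 7.5, 50 mM NaCl, 5 uM MgCl2, 0.05% BSA, 1 mM DTT. OMFP (added at 50 uM) then reacted 10 min; fluorescence read at 485/525 nm.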
USP2a inh: inhibitors of human ubiquitin-specific protease USP2a; USP2 core, Ub-CHOP2 coupled fluorogenic reporter, 485/531; AID 463254; O75604; Potency, µM (top dose mostly 38.3 µM), without a hit: top-dose activity change, negative = inhibition, most hits filed as inhibitors; 330,000 tested, 0.01% active;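 also: potency is read from the fitted curve at half-maximal effect; plate controls were DMSO wells for no effect and full inhibition by NEM control for full effect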
Target sequence (O75604 whole entry, looked up): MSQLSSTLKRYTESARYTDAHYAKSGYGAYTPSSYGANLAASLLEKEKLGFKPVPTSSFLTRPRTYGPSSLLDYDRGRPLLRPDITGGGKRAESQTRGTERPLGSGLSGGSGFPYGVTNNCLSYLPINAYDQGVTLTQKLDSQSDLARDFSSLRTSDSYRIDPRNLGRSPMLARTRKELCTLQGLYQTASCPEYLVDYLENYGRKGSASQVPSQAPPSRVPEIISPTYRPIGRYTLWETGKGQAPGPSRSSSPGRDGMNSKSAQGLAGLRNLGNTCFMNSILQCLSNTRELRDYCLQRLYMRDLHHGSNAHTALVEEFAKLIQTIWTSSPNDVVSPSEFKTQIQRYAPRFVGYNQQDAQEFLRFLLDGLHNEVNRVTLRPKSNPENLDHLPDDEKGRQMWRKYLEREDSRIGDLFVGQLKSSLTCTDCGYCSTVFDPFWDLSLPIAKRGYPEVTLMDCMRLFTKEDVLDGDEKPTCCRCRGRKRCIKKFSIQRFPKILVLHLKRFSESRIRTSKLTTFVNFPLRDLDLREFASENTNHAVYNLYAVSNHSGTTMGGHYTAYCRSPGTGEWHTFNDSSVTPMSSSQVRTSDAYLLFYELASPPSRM
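Deubiquitinase activity read as fluorescence (485/531 nm) after Ub-CHOP2 cleavage activates the enterokinase reporter on its substrate; USP2 core 10nM, Ub-CHOP2 and substrate 25nM each, 30min compound preincubation then 60min RT; data normalized to NEM, curves fitted.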
TCR act: T cell receptor activation; primary human leukocytes, anti-CD3, IL-2 HTRF, 48 h; Potency, µM (highest dose often 9.22 µM), for inactives: at the highest dose activation of IL-2 secretion, actives largely listed as activators; 330,000 tested, under 10 active; AID 504894; also: % of control where 0% means no effect
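Activity was scored as IL-2 release from primary human leukocytes given only a TCR signal (a-CD3 beads) plus compound for 48 hr. Detection used a two-antibody HTRF format read at 665nm.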
ELG1 repair inh: ELG1-dependent DNA repair inhibition | 330,000 tested, 2.3% active | HEK293T ELG1-luciferase reporter, luminescence, 16 h; DNA damage induced by 5-fluorouridine | AID 504467 | Potency, µM (top dose mostly 46.1 µM), inactives show at the top dose activity change, negative = inhibition, actives largely listed as inhibitors; also: potency is read from the fitted curve at half-maximal effect; % is scaled to controls: 0 for no effect and ±100 for the full control effect; nearly all actives have a fitted effect of over 55% in size
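Step one: seed 2,000 cells per well. Step two: pin-transfer compound or DMSO alongside 5-fluorouridine. Step three: incubate 16 hr, 37 °C, 5% CO2. Step four: add ONE-Glo, wait 30 min, read luminescence.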
AT treatment: potential ataxia-telangiectasia treatment | […] A-T fibroblasts, KAP-1 phosphorylation AlphaLISA; neocarzinostatin DNA damage 30 min before lysis | Potency, µM (doses to about 57.5 µM), inactives show at the highest dose activation, most hits filed as activators | 320,000 tested, 0.19% active | AID 485349; also: potency is read from the fitted curve at half-maximal effect; % of control where 0% means no effect; nearly all actives have a fitted effect of over 45% in size
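hTERT-immortalized A-T patient fibroblasts ([…]), 500 cells/well in OPTI-MEM, 1% FBS, got compounds for 60 min, then NCS for 30 min at 37C. Lysates were then assayed for phospho-KAP-1 by AlphaLISA (anti-pKAP1 donor, anti-KAP1 acceptor beads), 6 hr at 25C.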
KCNH2 3.1 block: blocks the human KCNH2 3.1 channel isoform; 340,000 tested, 0.95% active; U2OS KCNH2 3.1, thallium flux FluxOr; stronger effect = lower value; AID 720553; activity change, % (tested at about 1.8 µM);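 active = maximum activity change below -70%; inconclusive = maximum activity change from -70% to -50%; inactive = maximum activity change above -50%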;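 also: thallium influx rate constant from kinetic fluorescence after stimulation buffer; % is scaled to controls: 0 for no effect and ±100 for the full control effect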
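Thallium flux via FluxOr fluorescence (Red40 quencher, 45 min loading) in U2OS cells virally expressing the KCNH2 3.1 isoform (1.77 x 10^8 /mL virus, overnight at 37 C). Rate constants from 2-min kinetic reads post-stimulation, normalised to positive and negative controls.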
TSHR antagonist: human thyrotropin receptor antagonism. P16473. activity change, negative = inhibition, % at 11.5 µM. 330,000 tested, 0.2% active. TSHR-expressing cells, TSH-stimulated cAMP HTRF, 2 h; stronger effect = lower value;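 active = activity change below a set negative limit, meaning inhibition stronger than a set level, cut at about -70% in these data; inconclusive = activity change between two set negative limits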; also: % is scaled to controls: 0 for no effect and ±100 for the full control effect
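TSHR-expressing cells, 200/well, pre-treated with compound, then stimulated with EC80 TSH (4nM final) for 2 hours at 37 deg C. cAMP measured by competitive HTRF: anti-cAMP cryptate antibody in lysis buffer plus cAMP-d2, read after 30 minutes at room temperature.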
Active calls of the source: *; ? = inconclusive; / = no result given; [ ] = remark or other dose. Unless noted, calls follow the shape of the dose curve; as a rule, active = well fitted curve in the direction sought with a large enough effect; inconclusive = small, poorly fitted or top-dose-only effect, or another doubt; inactive = no such curve, though single readings can be large; an effect the other way counts as inactive or inconclusive. A portion of the library; count on the stated rates, not on these rows.

SMILES	hERG WT inh	TRPV1 agonist	Mito fusion act	Eya2 inh	USP2a inh	TCR act	ELG1 repair inh	AT treatment	KCNH2 3.1 block	TSHR antagonist
COc1nc(N=C(N)N)nc2c(C)cccc12	1	/	0%	0%	0%	-3%	13%	5%	-3	25
CC(C)(C)NC(=O)CSc1nncn1-c1ccccc1	-17	0	-1%	1%	0%	-3%	5%	3%	-9	-1
CCOC(=O)c1cnc(SC)nc1Oc1cccc(NS(=O)(=O)c2ccccc2)c1	-10	-9	0%	2%	3%	-24%	?	-5%	-9	5
Cc1ccc(C(=O)Nc2ncccc2O)o1	-3	2	7%	9%	3%	1%	?	16%	0	-3
COc1ccc(N/C(N)=N/c2nc(C)cc(C)n2)c(OC)c1	7	2	-4%	-6%	5%	10%	-13%	-6%	-34	4
O=C(NNc1ccccc1C(F)(F)F)c1cccs1	2	/	3%	-2%	-4%	-1%	-9%	-4%	-7	6
Cc1ccccc1Nc1c([N+](=O)[O-])ccc2nonc12	2	0	5%	9%	-3%	-3%	?	-8%	2	0
COc1cc(/C=C2\C(=O)N(CCC#N)N=C2C)ccc1OCC(=O)Nc1ccccc1	9	13	-7%	5%	4%	-1%[46.1 µM]	?	-20%	7	4
CCOc1ccc(NC(=O)CN(C)C(=O)C2CCCC2)cc1OCC	-12	0	-10%	1%	0%	-6%	1%	-2%	-8	-6
Cc1cccn2c(=O)c(C=O)c(Nc3ccc(S(N)(=O)=O)cc3)nc12	-16	-2	0%	-16%	1%	-6%	-4%	-3%	1	-1
CSc1ccc(S(=O)(=O)Nc2ccc(OCC(=O)N3CCOCC3)cc2)cc1	-1	-5	-2%	-8%	-1%	-7%	-17%	-1%	8	6
Cc1ccc(C(=O)Cc2nc3ccccc3[nH]2)cc1	2	17	-3%	-5%	0%	-4%	?	5%	10	-4
COc1ccc(CCNC(=O)CSc2nnc(Cc3cccn3C)n2C)cc1OC	6	-2	18%	9%	9%	2%	5%	-2%	/	-2
Cn1c(SCC(=O)N2CCN(Cc3ccccc3)CC2)nnc1-c1ccncc1	8	0	8%	17%	-2%	4%	11%	-2%	-6	-7
Cc1ccc(NC(=S)Nc2ccc3[nH]c(=O)[nH]c3c2)cc1C	-9	5	-3%	?	1%	-1%	5%	-4%	?	-3
Cc1nc2c(C)cccn2c1C(=O)c1ccccc1	-5	5	0%	-13%	-4%	-8%	-14%	9%	-84*	13
Cc1cccc(OCC(O)CN2CC3(C)CC2CC(C)(C)C3)c1 (centres undefined)	36	0	-4%	-7%	0%	6%[46.1 µM]	-8%	-1%	-7	18
CCOc1cc(C2NC(=O)NC(O)(C(F)(F)F)C2C(=O)c2ccc(Cl)cc2)ccc1O (centres undefined)	12	10	7%	-1%	-6%	1%	-2%	4%	-1	8
CCOc1ccc(S(=O)(=O)Nc2cccc(C(=O)N3CCN(C(C)=O)CC3)c2)cc1	-18	-10	-2%	0%	3%	2%	6%	1%	2	10
CNC(=O)CSc1nnc(-c2ccccc2F)n1CCc1ccccc1	-1	4	1%	6%	-1%	-3%	19%	2%	-4	1
c1ccc2[nH]c(SCc3ccc(-c4nnco4)cc3)nc2c1	-6	3	5%	1%	-2%	2%	?	8%	-3	-11
O=C(NCC1CCCO1)c1ccccc1-c1nc(-c2ccc(Cl)cc2)no1 (centres undefined)	-23	?	0%	5%	4%	5%	?	0%	-7	-7
Cc1ccc(-c2ncns2)cc1	2	5	-1%	6%	1%	0%	-7%	4%	11	-3
O=C(Nc1cccc2cccnc12)c1cccnc1	-21	2	3%	-26%	4%	-2%	20%	0%	-12	-3
COc1ccc(CCNC(=O)c2cc(-c3ccc(Cl)c(Cl)c3)oc2C)cc1	-4	2	11%	2%	0%	6%[46.1 µM]	?	11%	3	-5
CCCCn1cnc2c([nH]c3cc(OC)ccc32)c1=O	2	2	7%	3%	2%	-19%	?	2%	2	-8
C[C@H](CO)N1C[C@H](C)[C@@H](CN(C)C(=O)Nc2ccccc2)Oc2ccc(NC(=O)CCN3CCOCC3)cc2C1=O	6	/	/	3%	-3%	-4%	1%	7%	8	2
CCS(=O)(=O)c1ccc(-c2cccc(NC(=O)COc3ccc(Cl)cc3)c2)nn1	35	1	14%	10%	0%	-2%	20%	0%	-9	6
COCCNC(=O)[C@@H]1CSC2c3ccc(OC)c(OC)c3C(=O)N21 (some centres undefined)	/	8	?	-4%	6%	-3%	9%	3%	-14	8
CCCc1noc(-c2cccc([N+](=O)[O-])c2)n1	-20	8	6%	5%	-4%	/	0%	6%	-11	7
COc1ccc(N2C(=NC(=O)c3ccc(Br)cc3)SC3CS(=O)(=O)CC32)cc1 (centres undefined)	14	1	2%	-2%	-1%	-129%	3%	-3%	4	-5
O=C(NCC1CCCO1)c1cc2c(s1)CS(=O)(=O)C2 (centres undefined)	6	4	10%	-13%	3%	-2%	5%	/	0	13
COc1ccc(CN2C(=O)NC3(CCCCC3)C2=O)cc1F	6	2	2%	-1%	5%	4%	4%	0%	-4	-6
COc1cc2c(cc1O)CCN(C(=O)CSc1nncn1C)[C@@H]2C	-1	1	5%	21%	2%	55%	20%	-1%	7	-29
O=C(NCCNc1ccc([N+](=O)[O-])cc1)c1ccccc1Br	-4	5	3%	10%	-2%	-15%	?	7%	-8	-9
Cc1ccc(/C=C/C(=O)O)cc1S(=O)(=O)NCC1CCCO1 (centres undefined)	-5	-1	0%	8%	2%	1%	6%	-3%	-3	-13
C=CC[C@H](CC(=O)N[C@H](CO)Cc1ccccc1)C(=O)N[C@@H](COC(=O)[C@H](CC=C)CC(=O)OC(C)(C)C)Cc1c[nH]c2ccccc12	2	/	/	-3%	4%	-2%	?	6%	1	-6
C#CCN1C(=O)C(O)(CC(=O)c2cc(OC)ccc2OC)c2ccccc21 (centres undefined)	-1	3	-4%	3%	1%	3%	6%	-2%	22	8
C=CCNC(=O)C1CC(=O)N(c2ccc(OCc3ccc(F)cc3)cc2)C1 (centres undefined)	1	-1	2%	5%	0%	6%	?	15%	9	1
CC1CC(C)CN(CCOc2cccc3ccccc23)C1 (centres undefined)	57	1	-12%	3%	-1%	-1%	3%	-13%	2	-1

Entries shown so far that have a nitro group on carbon:
SMILES	hERG WT inh	TRPV1 agonist	Mito fusion act	Eya2 inh	USP2a inh	TCR act	ELG1 repair inh	AT treatment	KCNH2 3.1 block	TSHR antagonist
Cc1ccccc1Nc1c([N+](=O)[O-])ccc2nonc12	2	0	5%	9%	-3%	-3%	?	-8%	2	0
CCCc1noc(-c2cccc([N+](=O)[O-])c2)n1	-20	8	6%	5%	-4%	/	0%	6%	-11	7
O=C(NCCNc1ccc([N+](=O)[O-])cc1)c1ccccc1Br	-4	5	3%	10%	-2%	-15%	?	7%	-8	-9

New compounds follow:
SMILES	hERG WT inh	TRPV1 agonist	Mito fusion act	Eya2 inh	USP2a inh	TCR act	ELG1 repair inh	AT treatment	KCNH2 3.1 block	TSHR antagonist
CC(C)n1c(N2CCN(C(=O)Nc3ccc(F)cc3F)CC2)nc2ccccc21	1	2	-1%	5%	2%	6%	?	14%	-3	44
CC1CCCCC1N=C1NC(C)(C)CS1 (centres undefined)	-7	3	0%	-10%	1%	4%	-4%	4%	-5	-6
O=C(Nc1ccc(CN2CCOCC2)cc1)c1ccccc1F	-11	-1	-2%	-10%	2%	2%[46.1 µM]	?	-8%	1	-12
N#Cc1nc(COc2ccccc2)oc1N1CCCC1	4	-2	-1%	-17%	-6%	-2%	?	-3%	5	5
COc1cc(/C=N/NC(=S)NCCN2CCOCC2)cc(OC)c1OC	2	2	0%	4%	0%	10%[46.1 µM]	-5%	-3%	-11	18
CCC(C)[C@H]1CNCCN1CCCc1cc(OC)c(OC)c(OC)c1 (some centres undefined)	-20	-3	1%	7%	1%	2%	24%	1%	11	-5
CCCc1cc(N2CCCC(C(=O)NCC)C2)n2ncnc2n1 (centres undefined)	2	-1	9%	-10%	3%	/	1%	4%	26	-11
COc1ccc2nc(NC(=O)CSCC(=O)Nc3cc(C)on3)sc2c1	2	-2	2%	-27%	3%	-2%	?	2%	-3	-6
CCOC(=O)CCCCC(=O)c1[nH]c(=O)[nH]c1C[n+]1ccc(C)cc1	4	-2	-3%	-11%	-1%	3%	16%	1%	0	20
CC(C)N(C)C(=O)c1ccc(OC2CCN(CCc3ccccc3)CC2)cc1	14	1	-4%	3%	1%	-3%	-4%	2%	-87*	4
Cc1cc(NS(=O)(=O)c2ccc(NS(=O)(=O)c3cc(C)c(Cl)cc3Cl)cc2)no1	10	1	-3%	1%	0%	0%	?	-2%	9	-20
CC(C)c1[nH]c(=O)c(C#N)c2c1CSC(C)(C)C2	4	9	-1%	-4%	1%	1%	11%	5%	-1	8
O=C(CN1C(=O)c2ccccc2C1=O)NCCOc1ccccc1	-2	1	3%	11%	0%	1%	3%	3%	-8	0
